# High-throughput results: PubChem BioAssay, Sanford-Burnham Center for Chemical Genomics
# SENP7 inh: blocks the human protease SENP7; Q9BQF6; hit rate 1.5% among 330,000; inhibition, % at 5 µM; recombinant SENP7, Z-RLRGG-aminoluciferin luminescence, 40 min;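 active = inhibition above about 50% at the single test dose, limit read from the data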;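 note: plate controls were DMSO with enzyme for no effect and no enzyme buffer wells for full effect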
# PfGluPho inh: PfG6PD (Plasmodium falciparum) enzyme inhibition; PfGluPho enzyme, NADPH resazurin-diaphorase fluorescence; inhibition, % at 20 µM; hit rate 0.78% among 350,000;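 active = inhibition reaching at least a set limit at 20 µM in the primary screen, cut at about 59% in these data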;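 note: 0% = DMSO wells with substrate and 100% = DMSO wells lacking glucose-6-phosphate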
# SENP8 block: blocks human SENP8 cleavage of Nedd8 substrate; inhibition, % at 20 µM; AID 602440; recombinant SENP8, Nedd8 substrate fluorescence; hit rate 0.64% among 360,000; in the data active = inhibition mostly above about 40%, no sharp cut-off; inactive = mostly below about 27%
# ATG4B inh: ATG4B (human) cysteine protease inhibition | Q9Y4P1 | hit rate 0.51% among 340,000 | ATG4B cleavage of LC3-PLA2, NBD-HPC fluorescence, 1 h | inhibition, % at 8.33 µM | AID 504462; in the data active = inhibition above about 40%
# GRIN3A LBD mod: modulates the human NR3A ligand-binding domain; hit rate 2.5% among 340,000; NR3A LBD differential scanning fluorimetry, Tm shift; 0% = protein alone, 100% = glycine-bound protein; Tm shift relative to glycine control, % at 25 µM; AID 1259313;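 active = melting temperature shift of at least 10% of the positive control shift, at one fixed dose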
# SENP6 inh: SENP6 protease inhibition | AID 2599 | hit rate 1.8% among 330,000 | Recombinant SENP6 catalytic domain, aminoluciferin luminescence | Q9GZR1 | inhibition, % at 10 µM;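 active = inhibition above about 50% at the single tested dose, limit read from the data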;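 note: plate controls were DMSO wells with enzyme for no effect and DMSO wells lacking enzyme for full effect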
# HKDC1 inh: blocks human hexokinase HKDC1 activity | inhibition, % at 20 µM | Q2TB90 | recombinant HKDC1, G6PDH/diaphorase resazurin coupled fluorescence | hit rate 0.16% among 340,000;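 active = inhibition above about 35% when tested at 20 µM, limit read from the data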;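 note: plate controls were DMSO wells with enzyme for no effect and DMSO wells lacking enzyme for full effect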
# Target sequence (Q2TB90 whole entry, looked up): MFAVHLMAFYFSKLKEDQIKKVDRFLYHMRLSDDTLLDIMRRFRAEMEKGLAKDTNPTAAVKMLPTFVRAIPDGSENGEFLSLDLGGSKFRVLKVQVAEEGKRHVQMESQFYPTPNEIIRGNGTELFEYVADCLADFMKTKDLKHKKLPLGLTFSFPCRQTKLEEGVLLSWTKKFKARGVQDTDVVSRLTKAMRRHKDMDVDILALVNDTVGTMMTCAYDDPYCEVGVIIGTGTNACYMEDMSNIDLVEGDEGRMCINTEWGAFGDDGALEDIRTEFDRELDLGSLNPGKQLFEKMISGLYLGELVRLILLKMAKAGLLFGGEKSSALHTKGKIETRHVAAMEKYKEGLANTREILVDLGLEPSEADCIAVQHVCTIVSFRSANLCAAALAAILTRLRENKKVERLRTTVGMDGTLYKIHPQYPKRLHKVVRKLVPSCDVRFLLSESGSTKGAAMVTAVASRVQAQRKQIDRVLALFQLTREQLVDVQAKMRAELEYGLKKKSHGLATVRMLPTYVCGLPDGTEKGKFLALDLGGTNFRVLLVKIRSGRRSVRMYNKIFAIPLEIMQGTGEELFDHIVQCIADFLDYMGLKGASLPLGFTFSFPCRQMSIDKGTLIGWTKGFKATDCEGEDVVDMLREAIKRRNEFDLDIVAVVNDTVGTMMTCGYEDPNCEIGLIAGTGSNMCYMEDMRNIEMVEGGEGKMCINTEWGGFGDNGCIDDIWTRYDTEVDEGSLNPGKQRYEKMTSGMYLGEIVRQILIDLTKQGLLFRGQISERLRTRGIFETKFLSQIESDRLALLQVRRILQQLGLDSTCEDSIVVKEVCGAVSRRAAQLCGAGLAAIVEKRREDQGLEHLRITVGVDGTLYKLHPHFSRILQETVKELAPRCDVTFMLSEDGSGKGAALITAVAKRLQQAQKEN
#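 Test system: HK5 enzyme. Quantity: 5 µg/mL HK5 final. Reagent: glucose and ATP substrates. Schedule: 90 min reaction incubation at room temperature, dark. Technique: resazurin-to-resorufin fluorescence via G6PDH and diaphorase coupling, 525/613 nm. Control set: DMSO wells with and without enzyme mix.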
# MPTP inh: blocks calcium-induced mitochondrial swelling; isolated mouse mitochondria, Ca2+ swelling absorbance, 30 min; inhibition, % at 10 µM; hit rate 1.4% among 360,000;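 active = inhibition of 50% or more, scaled per plate between neutral and stimulator controls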;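 note: 0% = DMSO wells given calcium and 100% = 1 mM EGTA wells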
# * = called active by the depositor; x = not tested or not shown.
SMILES,SENP7 inh,PfGluPho inh,SENP8 block,ATG4B inh,GRIN3A LBD mod,SENP6 inh,HKDC1 inh,MPTP inh
CCOc1cccc(-c2nnc(SCC(=O)Nc3cc(C)ccc3OC)n2N)c1,-10,-2,-3,-8,1,3,11,-0.7
CCCCNC(=S)NNC(=O)c1csc(C(C)C)c1,13,-10,20,-7,1,2,-12,3.1
COc1ccc(Oc2nc(-c3ccccc3)ncc2C(=O)O)cc1,0,-11,7,-1,0,-9,11,0.6
O=C(Nc1cccc(S(=O)(=O)NC2=NCCC2)c1)c1ccccc1OC(F)F,-1,0,8,5,2,7,-2,-0.9
C=C(C)CC1N(c2cccc(OC)c2)C(=O)C2C(C(=O)O)C3C=CC21O3 (configuration not stated),4,-10,4,-1,1,-5,-1,-1.3
Cc1ccc(OCC(=O)NNC(=O)Cc2ccc(S(=O)(=O)N3CCOCC3)s2)cc1,-9,-2,-16,1,-2,-13,-3,-1.4
COc1cccc(C2CC(c3ccc(C)cc3)=NN2C(=O)c2ccccc2F)c1OC (configuration not stated),-4,13,15,-8,1,-17,2,-0.3
O=C(NC(=S)NCc1ccco1)c1ccc([N+](=O)[O-])cc1,13,10,27,5,-1,-9,0,0.6
CCOC(=O)Cn1c(C)nc2c(C(=O)OCC)sc(C)c2c1=O,2,-23,-241,-5,-1,-22,-6,-0.4
Cc1cc(-c2nc3cccnc3s2)ccc1NS(=O)(=O)c1ccc2c(c1)OCCO2,-16,-40,-419,-12,-4,40,2,0.7
COc1ccccc1C(=O)OCc1c(F)cccc1Cl,1,-5,34,-5,2,-1,-1,-6.7
Cc1[nH]c2ccccc2c1/C=C/C(=O)c1ccccc1,-2,12,-198,8,-4,-21,15,6.0
Cc1occc1-c1nnc(SCC(=O)NC2CCC(C)CC2)o1 (configuration not stated),3,9,4,-5,0,7,-2,-1.3
O=c1[nH]c(CSc2ncc(C(F)(F)F)cc2Cl)nc2ccccc12,-6,-2,-53,1,-2,9,-5,-0.5
CC(CNS(=O)(=O)c1cc(Cl)ccc1Cl)CN(C)C (configuration not stated),-4,-5,10,0,1,-2,1,0.0

# 6 records picked at random from those above:
SMILES,SENP7 inh,PfGluPho inh,SENP8 block,ATG4B inh,GRIN3A LBD mod,SENP6 inh,HKDC1 inh,MPTP inh
CCOC(=O)Cn1c(C)nc2c(C(=O)OCC)sc(C)c2c1=O,2,-23,-241,-5,-1,-22,-6,-0.4
COc1ccc(Oc2nc(-c3ccccc3)ncc2C(=O)O)cc1,0,-11,7,-1,0,-9,11,0.6
CCOc1cccc(-c2nnc(SCC(=O)Nc3cc(C)ccc3OC)n2N)c1,-10,-2,-3,-8,1,3,11,-0.7
O=c1[nH]c(CSc2ncc(C(F)(F)F)cc2Cl)nc2ccccc12,-6,-2,-53,1,-2,9,-5,-0.5
COc1cccc(C2CC(c3ccc(C)cc3)=NN2C(=O)c2ccccc2F)c1OC (configuration not stated),-4,13,15,-8,1,-17,2,-0.3
CC(CNS(=O)(=O)c1cc(Cl)ccc1Cl)CN(C)C (configuration not stated),-4,-5,10,0,1,-2,1,0.0

# Further structures:
SMILES,SENP7 inh,PfGluPho inh,SENP8 block,ATG4B inh,GRIN3A LBD mod,SENP6 inh,HKDC1 inh,MPTP inh
CS/C(=N\S(=O)(=O)c1ccc(N)cc1)NS(=O)(=O)c1cccs1,0,4,8,-12,1,1,-2,-1.8
O=[N+]([O-])c1ccc(CCNc2cccc3ccccc23)c([N+](=O)[O-])c1,12,-2,-25,-6,-3,55*,5,2.9
O=C(Cc1ccccc1F)OCN1C(=O)c2ccccc2C1=O,-1,-3,7,-6,-1,-15,0,-0.5
CN(c1ccc(C(=O)N2CCOCC2)cc1)S(=O)(=O)c1cccs1,-6,-9,12,-13,1,-7,-8,-1.3
O=C1CCN(S(=O)(=O)c2ccc(Cl)cc2)N1,-1,0,16,-18,-2,-8,-4,0.8
CC(=O)c1cccc(NC(=O)N2CCCC2C(=O)NC2CCCC2)c1 (configuration not stated),9,13,7,2,-1,14,-3,0.6
Cc1sc2ncnc(SCC(=O)N3CCC(c4noc5ccc(F)cc45)CC3)c2c1C,-8,7,4,7,2,6,-5,49
Cc1ccc(NC(=O)/C=C/c2ccc(S(=O)(=O)N3CCOCC3)cc2)cc1S(=O)(=O)N(C)C,x,10,-4,-8,-9,x,5,1.8
CN(CC(=O)Nc1ccccc1Cl)C(=O)COC(=O)/C=C/c1ccc(C(F)(F)F)cc1,-8,17,5,-3,1,17,-4,0.4
O=C1CCc2cc(NS(=O)(=O)c3ccc(F)cc3)cc3c2N1CCC3,-6,1,15,-9,1,-22,-4,-0.2
COc1cc(NCC(=O)Nc2cccc(S(=O)(=O)N3CCCCC3)c2)cc(OC)c1OC,-14,32,-14,4,0,-1,14,1.9
COc1ccc(NC(=S)NNC(=O)c2nnn(-c3ccccc3)c2C)cc1,6,-9,12,-6,-1,-13,-4,0.4
O=C1CC(N2CCN(c3ccc(F)cc3)CC2)C(=O)N1c1ccc(F)cc1 (configuration not stated),8,12,13,-9,2,6,-3,-0.4
O=C1C(c2cc(=O)c3ccccc3[nH]2)=C(O)c2ccccc21,100*,83*,23,-21,-5,98*,16,5.6
O=C(c1cc2c(=O)n3ccccc3nc2s1)N1CCN(Cc2ccc3c(c2)OCO3)CC1,11,17,-467,-12,1,6,1,1.1

# Another view of four compounds above.
> Cc1ccc(NC(=O)/C=C/c2ccc(S(=O)(=O)N3CCOCC3)cc2)cc1S(=O)(=O)N(C)C
- SENP7 inh = x
- PfGluPho inh = 10
- SENP8 block = -4
- ATG4B inh = -8
- GRIN3A LBD mod = -9
- SENP6 inh = x
- HKDC1 inh = 5
- MPTP inh = 1.8
> CS/C(=N\S(=O)(=O)c1ccc(N)cc1)NS(=O)(=O)c1cccs1
- SENP7 inh = 0
- PfGluPho inh = 4
- SENP8 block = 8
- ATG4B inh = -12
- GRIN3A LBD mod = 1
- SENP6 inh = 1
- HKDC1 inh = -2
- MPTP inh = -1.8
> O=C(Cc1ccccc1F)OCN1C(=O)c2ccccc2C1=O
- SENP7 inh = -1
- PfGluPho inh = -3
- SENP8 block = 7
- ATG4B inh = -6
- GRIN3A LBD mod = -1
- SENP6 inh = -15
- HKDC1 inh = 0
- MPTP inh = -0.5
> O=C1CCN(S(=O)(=O)c2ccc(Cl)cc2)N1
- SENP7 inh = -1
- PfGluPho inh = 0
- SENP8 block = 16
- ATG4B inh = -18
- GRIN3A LBD mod = -2
- SENP6 inh = -8
- HKDC1 inh = -4
- MPTP inh = 0.8

# More compounds follow.
SMILES,SENP7 inh,PfGluPho inh,SENP8 block,ATG4B inh,GRIN3A LBD mod,SENP6 inh,HKDC1 inh,MPTP inh
COc1ccc(OCCC(=O)N2CCOCC2)cc1,2,20,7,-6,-1,2,-10,-1.7
COc1c(F)c(F)c(C(=O)Nc2ccc(NC(=O)Cc3ccccc3)cc2)c(F)c1F,9,-4,-19,-7,3,11,-6,0.9
Cc1nn(Cc2ccccc2)c(C)c1/C=N/NC(=O)c1cccnc1,-4,0,6,-4,1,-5,-8,0.6
COc1ccccc1NC(=O)Nc1ccc(CC#N)cc1,33,-4,-3,-1,-5,46,-6,0.7
CCN(CC)c1nc(OCCNC(=O)Nc2ccccc2)nc(N(CC)CC)n1,-4,-14,15,33,-21,-4,0,3.6
O=C(O)c1ccc2c3c(cccc13)C(=O)N(c1ccccc1)C2=O,11,1,-35,-1,-1,1,1,0.2
CC(=O)N1c2ccccc2S(=O)(=O)c2ccccc21,-9,15,2,-6,2,-13,-7,-1.5
C=CCSc1nnc(-c2ccccc2N=Cc2c(C)[nH]n(-c3ccccc3)c2=O)c(=O)[nH]1,9,-47,40,-3,-2,8,3,0.5
Cc1cccc(/C=N/n2c(C)nnc2C)c1,-12,-1,13,-1,0,-10,-7,-1.2
COc1ccc(CNC(=O)C(C)Cc2ccccc2)cc1O (configuration not stated),-7,2,3,-2,7,1,-3,-0.7
CCc1cccc(C)c1NC(=O)CCCN1C(=O)NC(C)(C)C1=O,9,4,11,-2,1,-12,-1,-1.0
O=C(Nc1ccc(Cl)cc1)Nc1nnc(CSc2ccc(Cl)cc2)s1,-5,-5,10,5,27*,8,-1,85*
O=C(/C=C/c1ccccc1)N1CCC(Cc2ccccc2)CC1,-7,16,-1,17,-2,37,-3,2.8
Cc1ccc(C)c(NC(=O)C(C)N2C(=O)c3ccccc3C2=O)c1 (configuration not stated),7,-1,12,0,0,-12,-4,0.5
Cc1cc(-c2nc3ccccc3o2)c2ccccc2n1,-12,-14,-285,-13,1,-6,2,-0.2
Cc1ccc(C)c(NC(=O)c2cnccn2)c1,-2,-14,16,-2,1,7,-9,-0.1
Cc1coc(C)c1C(=O)CC1(O)C(=O)N(C)c2ccc(Cl)cc21 (configuration not stated),-3,-2,-8,-11,-1,0,-3,1.7
Cc1ccc(NC(=O)C2CC(=O)NC(N3CCc4ccccc43)=N2)cc1 (configuration not stated),2,23,0,8,-6,-3,1,1.0
CCC(=O)Nc1cccc2cccnc12,-11,4,8,-7,-2,3,-6,-0.3
CCn1c(SCC(=O)N2CCC(C(N)=O)(N3CCCCC3)CC2)nc2ccccc2c1=O,x,-3,7,-6,2,x,-3,3.6
Cc1[nH]n(-c2ccccc2)c(=O)c1C=NCC1CCCO1 (configuration not stated),7,-12,6,-3,-4,-7,-7,-0.2
CCc1cccc(NS(=O)(=O)c2c(C)nc3sc(CC)nn3c2=O)c1,-16,4,15,-9,-3,-16,-6,0.7
Cc1ccc(N2CCN(C(=S)Nc3ccccc3)CC2)cc1,4,14,11,-8,0,3,-5,3.1
COC(=O)CNc1nc(C2CC2)nc2c1nnn2Cc1ccccc1Cl,-3,2,23,-2,1,-9,-10,1.0
O=C(CCc1ccc(S(=O)(=O)NCCc2ccccc2)cc1)N1CCN(Cc2ccc3c(c2)OCO3)CC1,-1,x,4,x,x,-11,x,54*
Cc1ccc(C(=O)Nc2ccc3c(c2)C(=O)N(CC2CCCO2)C3=O)cc1 (configuration not stated),6,5,-397,5,-2,12,-2,2.0
Cc1cccc2c1-c1sc(C(=O)Nc3ccccc3N3CCN(C)CC3)cc1CO2,-3,22,-302,6,-10,1,-2,3.2
CC(=O)N1CCN=C1SCc1ccc(Cl)cc1,-3,3,12,-8,2,3,-5,-0.4
CCCCCCn1cc(C(=O)O)c(=O)c2cc(F)c(N3CCN(C(=O)OCC)CC3)cc21,6,-2,-291,1,1,-16,-2,1.4
COc1ccc(C2C(C(=O)c3ccc(C)o3)=C(O)C(=O)N2Cc2ccco2)cc1OC (configuration not stated),13,5,4,-7,2,-5,6,-1.5

# Continued; the last three above are carried over.
SMILES,SENP7 inh,PfGluPho inh,SENP8 block,ATG4B inh,GRIN3A LBD mod,SENP6 inh,HKDC1 inh,MPTP inh
CC(=O)N1CCN=C1SCc1ccc(Cl)cc1,-3,3,12,-8,2,3,-5,-0.4
CCCCCCn1cc(C(=O)O)c(=O)c2cc(F)c(N3CCN(C(=O)OCC)CC3)cc21,6,-2,-291,1,1,-16,-2,1.4
COc1ccc(C2C(C(=O)c3ccc(C)o3)=C(O)C(=O)N2Cc2ccco2)cc1OC (configuration not stated),13,5,4,-7,2,-5,6,-1.5
O=C(Cc1c(F)cccc1Cl)NNC(=O)c1ccncc1,1,-3,0,-57,-1,5,-5,-1.3
CC(=O)Nc1ccc(OCC(O)Cn2c3ccccc3c3ccccc32)cc1 (configuration not stated),8,9,-1,2,-26,-4,-1,2.0
COc1ccc(Cl)cc1NC(=O)CN(C)C(=O)C12CC3CC(CC(Cl)(C3)C1)C2,-4,15,4,-9,-9,12,4,-2.2
CCOC(=O)C1CCN(C(=O)c2cc3cc(Br)ccc3oc2=O)CC1,10,-4,2,1,1,0,-4,0.9
